LYPLA1 inh: LYPLA1 (human) inhibition in PME1 counter-screen | recombinant LYPLA1, FP-Rh probe fluorescence polarization | inhibition, % at 5.9 µM | hit rate 0.16% among 320,000 | AID 2174;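 active = inhibition above the mean of all tested compounds plus 3 SD, set per campaign, cut at about 14% in these data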;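 note: inhibitors block serine hydrolase probe labeling of LYPLA1 so polarization falls; 0% = enzyme with DMSO and 100% = wells lacking LYPLA1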
PME-1 primary: PME-1 (human) inhibition; Q9Y570; recombinant PME-1, FP-Rh probe fluorescence polarization; inhibition, % at 5.9 µM; hit rate 0.53% among 320,000; AID 2130;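 active = inhibition above the campaign mean of all compounds plus 3 SD, cut at about 26% in these data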;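 note: competitive labeling of PME-1 active site by serine hydrolase directed probe; 0% = PME-1 with DMSO and 100% = wells lacking PME-1 enzyme; inhibitors block probe labeling so polarization falls and inhibition rises; many of its hits are not listed in these tables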
PAD4 FP inh: blocks human protein arginine deiminase 4; recombinant PAD4, RCA probe fluorescence polarization; hit rate 0.41% among 330,000; Q9UM07; inhibition, % at 6.36 µM;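 active = percent inhibition above a cutoff equal to the mean of all tested compounds plus 3 SD, cut at about 15% in these data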;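 note: 0% = PAD4 with RCA probe and DMSO and 100% = probe without PAD4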
Target sequence (Q9UM07 whole entry, looked up): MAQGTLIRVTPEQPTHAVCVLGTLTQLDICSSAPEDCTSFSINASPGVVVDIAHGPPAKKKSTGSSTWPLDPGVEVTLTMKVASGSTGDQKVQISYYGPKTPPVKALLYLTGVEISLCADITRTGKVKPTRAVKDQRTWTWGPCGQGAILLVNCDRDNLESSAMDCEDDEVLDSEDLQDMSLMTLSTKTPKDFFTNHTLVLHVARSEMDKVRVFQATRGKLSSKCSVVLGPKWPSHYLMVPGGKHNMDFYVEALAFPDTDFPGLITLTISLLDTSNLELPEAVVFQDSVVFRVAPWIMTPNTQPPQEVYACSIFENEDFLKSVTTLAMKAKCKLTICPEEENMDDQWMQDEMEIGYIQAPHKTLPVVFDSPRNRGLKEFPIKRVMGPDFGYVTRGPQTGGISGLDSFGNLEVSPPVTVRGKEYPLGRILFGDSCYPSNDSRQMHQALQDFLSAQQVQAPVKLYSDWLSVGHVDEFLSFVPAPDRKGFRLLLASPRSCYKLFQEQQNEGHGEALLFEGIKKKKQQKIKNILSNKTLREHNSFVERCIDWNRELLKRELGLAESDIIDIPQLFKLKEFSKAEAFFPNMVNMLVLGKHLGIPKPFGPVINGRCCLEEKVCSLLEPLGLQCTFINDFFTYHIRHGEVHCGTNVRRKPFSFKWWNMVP
PAFAH2 FP inh: PAFAH2 (human) inhibition | recombinant PAFAH2, FP-rhodamine activity probe, fluorescence polarization | inhibition, % at 3.39 µM | hit rate 0.99% among 340,000 | AID 492956;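 active = inhibition above the mean over all tested compounds plus 3 SD, cut at about 30% in these data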;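 note: inhibitors block probe labeling of enzyme so polarization drops; 0% = enzyme with DMSO and 100% = wells lacking PAFAH2 protein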
PAFAH1B2 FP inh: PAFAH1B2 (human) inhibition | P68402 | recombinant PAFAH1B2, FP-rhodamine activity probe, fluorescence polarization | inhibition, % at 3.39 µM | hit rate 1.2% among 340,000 | AID 492953;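 active = inhibition above the mean of all tested compounds plus 3 SD, cut at about 24% in these data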;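 note: 0% = enzyme with DMSO and 100% = wells lacking PAFAH1B2; many of its hits are not listed in these tables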
Target sequence (P68402 whole entry, looked up): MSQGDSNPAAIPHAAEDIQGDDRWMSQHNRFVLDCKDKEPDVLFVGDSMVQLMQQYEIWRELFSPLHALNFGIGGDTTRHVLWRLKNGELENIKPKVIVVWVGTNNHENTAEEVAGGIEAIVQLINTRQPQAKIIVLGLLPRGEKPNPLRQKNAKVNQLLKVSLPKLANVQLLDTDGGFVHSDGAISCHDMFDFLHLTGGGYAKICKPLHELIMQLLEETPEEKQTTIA
PAFAH1B3 FP inh: blocks human PAF acetylhydrolase 1B catalytic subunit 3. Q15102. recombinant PAFAH1B3, FP-rhodamine probe, fluorescence polarization. inhibition, % at 3.39 µM. hit rate 0.28% among 340,000;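 active = inhibition above the screen-wide average of all tested compounds plus 3 SD, cut at about 25% in these data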;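 note: 0% = enzyme with DMSO only and 100% = wells lacking PAFAH1B3 protein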
Target sequence (Q15102 whole entry, looked up): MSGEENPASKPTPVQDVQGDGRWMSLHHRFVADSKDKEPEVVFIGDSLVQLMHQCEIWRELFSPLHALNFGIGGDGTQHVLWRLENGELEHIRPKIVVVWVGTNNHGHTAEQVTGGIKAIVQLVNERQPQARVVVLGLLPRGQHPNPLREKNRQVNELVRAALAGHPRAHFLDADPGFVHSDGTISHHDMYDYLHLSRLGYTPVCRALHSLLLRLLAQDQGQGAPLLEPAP
LYPLA2 inh: LYPLA2 (human) inhibition in PME1 counter-screen | O95372 | recombinant LYPLA2, FP-Rh probe fluorescence polarization | inhibition, % at 5.9 µM | hit rate 0.38% among 320,000 | AID 2177;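 active = inhibition above the screen-wide mean plus 3 SD, limit set per campaign, cut at about 26% in these data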;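 note: 0% = LYPLA2 with DMSO and 100% = wells lacking LYPLA2 enzyme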
pPAFAH FP inh: pPAFAH (human) enzyme inhibition. recombinant pPAFAH, FP-rhodamine probe fluorescence polarization. hit rate 1.5% among 330,000. inhibition, % at 3.39 µM. Q13093;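 active = inhibition above the mean inhibition across the screen plus 3 SD, cut at about 25% in these data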;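 note: inhibitors block binding of the rhodamine activity-based probe so polarization drops; 0% = enzyme with DMSO and 100% = wells lacking pPAFAH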
GSTO1 inh: GSTO1 inhibition, counter-screen for RBBP9 inhibitors; P78417; recombinant GSTO1, activity-based probe fluorescence polarization; AID 1974; hit rate 1.1% among 300,000; inhibition, % at 5.96 µM;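 active = inhibition above the campaign mean inhibition plus 3 SD, cut at about 35% in these data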;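 note: 0% = GSTO1-1 with DMSO and 100% = wells lacking GSTO1-1 enzyme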
Numbers without * were called inactive; . = not tested or not shown. A portion of the library; the hit share may differ from the screen's.

SMILES | LYPLA1 inh | PME-1 primary | PAD4 FP inh | PAFAH2 FP inh | PAFAH1B2 FP inh | PAFAH1B3 FP inh | LYPLA2 inh | pPAFAH FP inh | GSTO1 inh
COC(=O)c1cccc(Cn2nnc3ccccc3c2=O)c1 | 1.4 | -3.4 | -3.9 | -4.0 | 3.2 | 3.9 | 8.8 | 0.5 | 1.4
Nn1c(SC/C=C/c2ccccc2)nnc1-c1ccco1 | 1.7 | -2.4 | 5.2 | 5.2 | 0.7 | 1.8 | -0.9 | 3.0 | 1.6
NS(=O)(=O)c1ccc(CCNC(=O)CN2C(=O)c3ccccc3S2(=O)=O)cc1 | 2.3 | 1.8 | -5.3 | 3.5 | -2.3 | 2.0 | 3.6 | 5.1 | 4.4
COc1ccccc1NC(=O)c1ccc(CN(c2cc(Cl)ccc2C)S(=O)(=O)c2ccccc2)cc1 | 1.6 | -3.5 | -0.7 | 3.4 | -3.6 | 9.2 | 5.2 | 1.8 | 4.7
CCOC(=O)c1c(C)[nH]c(C)c1C(=O)COC(=O)CCc1ccccc1 | . | . | 3.5 | 7.2 | 2.4 | 6.0 | . | 6.2 | .
O=C(C[n+]1cc(-c2ccccc2)n2c1CCCCC2)c1ccc(Cl)cc1 | 2.5 | -1.4 | -5.2 | -2.6 | -1.8 | -3.9 | 5.1 | -3.0 | -0.3
CSC[C@H](NC(=O)COc1cc2c(c3oc(=O)cc(C)c13)CCC(C)(C)O2)C(=O)O | -3.2 | 3.2 | -0.7 | 1.3 | 9.0 | 4.4 | -1.2 | 11.7 | 1.2
COc1cccc(NC(=O)c2nnn(Cc3ccc(Br)cc3F)c2N)c1 | -2.9 | 0.4 | 6.7 | -0.4 | 1.0 | -1.8 | 0.6 | 3.7 | 4.6
C=CC#CC1(O)CC(C)[N+](C)(C)CC1C (configuration not stated) | -1.4 | -5.9 | 1.6 | -13.6 | -6.7 | 3.4 | 1.5 | 0.0 | -8.3
Cc1cc(-c2ccccc2)n(-c2ccc(C(N)=O)cc2)n1 | 1.6 | -1.9 | 1.1 | 3.1 | -1.1 | -7.1 | 2.2 | 7.5 | -1.4
O=C(CCOc1ccccc1)Nc1ccnn1C1CCN(Cc2ccc(F)cc2)CC1 | -4.5 | 5.8 | -0.7 | -8.7 | 3.3 | 4.9 | 3.7 | 4.0 | 3.6
O=C1CN(C(=O)c2cccc(Br)c2)c2ccccc2N1 | -1.1 | 7.4 | -1.7 | 5.9 | 5.0 | 3.3 | -3.9 | 5.7 | -6.0
COCc1c(C(=O)Nc2nc(C)cs2)oc2ccccc12 | -1.2 | 4.0 | 0.5 | -3.0 | -3.5 | 4.6 | -4.3 | -2.2 | 0.3
CCC(=O)N1CCc2cc(Br)cc(S(=O)(=O)NCCCN(C)Cc3ccccc3)c21 | -1.5 | 1.0 | -1.6 | 1.8 | -0.8 | 5.9 | 4.1 | 10.6 | 4.8
CCOc1cc(/C=N/n2nnnc2N)ccc1OCc1c(C)no[n+]1[O-] | -0.5 | -3.0 | 1.1 | 11.2 | 5.0 | 8.6 | 1.3 | 4.5 | -4.6
COc1ccc(C(=O)NCc2nnc(SCC(=O)Nc3ccccc3F)o2)cc1 | -1.1 | -5.3 | -1.0 | -0.8 | -0.8 | 8.9 | 0.8 | 3.3 | 1.8
CC1CCCN(C(=O)CN(C)S(=O)(=O)c2cccc3nsnc23)C1 (configuration not stated) | -1.1 | 1.6 | -0.2 | 6.0 | 5.3 | 6.4 | 2.1 | 2.3 | -2.4
O=C(Nc1ccccc1)Nc1ccc(O)c2ccccc12 | -13.1 | 16.2 | 23.8* | . | . | . | -8.1 | 14.1 | 47.0*
CN(CC1COc2ccccc2O1)C(=S)Nc1ccccc1 (configuration not stated) | -1.2 | 0.2 | -2.5 | 9.8 | 1.5 | 4.3 | -0.7 | 2.6 | -5.2
CC(=O)c1ccc(NC(=S)N2CCN(c3ccccn3)CC2)cc1 | 0.0 | 1.7 | -0.2 | 2.6 | 3.5 | 0.5 | -3.1 | -0.8 | -2.5
CN(CCNC(=O)C1CCN(S(=O)(=O)N2CCOCC2)CC1)CCc1ccccc1 | -0.2 | 8.8 | 3.6 | 1.4 | -0.5 | 3.5 | -0.5 | 0.4 | -4.0
Cn1c(OCc2cccnc2)nc2c1c(=O)n(Cc1ccc(Br)cc1)c(=O)n2C | -1.9 | -2.7 | -3.3 | 4.5 | 3.0 | -1.7 | 1.6 | -1.3 | 0.2
Fc1ccccc1/C=N/n1c(-c2cccnc2)n[nH]c1=S | -1.3 | 0.8 | -1.6 | 0.5 | -0.1 | 4.1 | 0.2 | 5.9 | -2.0
CCn1c(C)c(C)c2cc(C(=O)NCCc3ccco3)ccc21 | -25.9 | -53.7 | -29.8 | -20.3 | -1.1 | -14.7 | -53.4 | -0.2 | -22.6
S=C(NCc1ccco1)N/N=C/c1cccnc1 | 3.7 | -3.1 | 6.7 | 13.3 | 2.0 | 10.2 | 1.7 | 6.0 | -0.7
New compounds follow
SMILES | LYPLA1 inh | PME-1 primary | PAD4 FP inh | PAFAH2 FP inh | PAFAH1B2 FP inh | PAFAH1B3 FP inh | LYPLA2 inh | pPAFAH FP inh | GSTO1 inh
COC(=O)c1ccc(CN2CCN(CCC(C)C)C(CCO)C2)cc1 (configuration not stated) | 0.1 | -5.3 | 0.1 | 2.9 | 3.0 | 6.4 | 3.1 | -2.0 | 5.4
COc1ccc(CNC(=O)CSc2nc(-c3ccccc3)cc(-c3cccs3)c2C#N)cc1 | -4.4 | -6.9 | -0.6 | -12.3 | -1.6 | 1.0 | -3.1 | -3.7 | -6.6
CCN(CC)CCCNC(=O)CSc1nc2c(c(C(F)(F)F)n1)CCc1ccccc1-2 | -0.3 | 1.1 | -0.5 | 0.1 | -0.6 | 0.8 | -7.5 | -0.2 | 5.2
NC(=O)COc1ccccc1C1=NO[C@@](CC(=O)O)(C(=O)Nc2ccc3c(c2)OCCO3)C1 | -2.4 | -0.5 | -4.3 | 4.2 | 8.6 | 10.1 | -5.8 | 6.0 | -0.2
CCN(CC)S(=O)(=O)c1ccc(C(=O)NCCCN=C2NS(=O)(=O)c3ccccc32)cc1 | -0.4 | -0.1 | -1.2 | -0.7 | 9.4 | -5.9 | 7.6 | 2.9 | -4.5
CNC(=O)[C@@H]1CCC(=O)N1 | -1.0 | -1.0 | -4.2 | -3.9 | 0.6 | 9.8 | 0.7 | -4.2 | .
CNC(=O)CSc1nnc(-c2ccc(S(=O)(=O)N3CCCC3)cc2)n1-c1cccc(C)c1C | -3.0 | 9.9 | -1.9 | 2.4 | 1.4 | 2.9 | -3.3 | 1.2 | -0.3
Cc1ccccc1-n1cnnc1SCC(=O)N1CCN(c2ccccc2)CC1 | 2.4 | 3.7 | -0.1 | -3.6 | 0.8 | 8.4 | 10.1 | -2.2 | 9.9
CCOc1ccc(OCc2ccc(C(=O)N3CCCC(C)C3)cc2)cc1 (configuration not stated) | 0.7 | 3.7 | -0.3 | -5.1 | -3.6 | -3.7 | -2.6 | 5.1 | 6.7
C/C(=N\NC(=O)COc1ccc(C#N)cc1)c1ccccc1OC(F)F | -4.9 | -0.9 | 0.6 | 1.7 | -0.1 | -7.1 | 0.7 | 3.6 | -0.8
CCN(CC)c1ccc(C(=O)OCC(=O)N2CCN(c3ccccc3)CC2)cc1 | 1.6 | 2.6 | -1.6 | 0.7 | 2.2 | 9.8 | -2.0 | 5.8 | 1.0
COc1cc(S(=O)(=O)N2CCN(C)CC2)c(OC)cc1Cl | -3.0 | -0.8 | -9.1 | 20.5 | 0.2 | 1.9 | -1.2 | -1.7 | 1.2
O=C(CCC(=O)c1ccc(Cl)cc1)OCn1nnc2ccccc2c1=O | . | . | 1.0 | 4.5 | 3.0 | 10.4 | . | 9.9 | .
Cc1ccc(C)c(NS(=O)(=O)c2ccc(-c3ccc(=O)[nH]n3)o2)c1 | -2.4 | -6.2 | 3.8 | 3.2 | 6.8 | 7.5 | -3.8 | 16.7 | 3.6
C=CCNC(=O)c1c(Cl)cccc1Cl | -1.3 | 5.2 | 1.9 | 1.8 | 6.4 | -3.9 | 2.5 | 0.1 | 5.5
O=c1[nH]c(CSc2nc(-c3ccccc3)cs2)nc2ccccc12 | -6.0 | -0.5 | -3.5 | -11.4 | -2.7 | 5.8 | -6.8 | 1.5 | -4.9
O=C(OCC(=O)N(Cc1ccccc1)Cc1ccccc1)c1ccccc1NCCO | -1.3 | 6.7 | 4.2 | 9.8 | -4.4 | -0.2 | 0.6 | 6.2 | 2.2
Cc1cc(C)n(CCC(=O)N/N=C/c2ccc(Cl)c([N+](=O)[O-])c2)n1 | -0.6 | 6.0 | 4.1 | . | . | . | -2.6 | -5.5 | 2.8
COc1ccccc1NS(=O)(=O)c1cc(NC(=O)c2ccc(Cl)nc2)ccc1Cl | -35.5 | -62.3 | -3.7 | -35.1 | -31.1 | -54.4 | -55.4 | -20.8 | -29.3
N#C/C(=C\c1cn(Cc2ccccc2)c2ccccc12)C(=O)NCc1ccco1 | -2.6 | 8.9 | -10.8 | -7.4 | -5.4 | -7.0 | 2.0 | -1.6 | 3.1
O=C(NCc1ccco1)c1ccc2nc3sc4c(c3c(=O)n2c1)CCCC4 | -1.0 | 2.1 | -7.2 | . | . | . | 0.0 | 14.3 | 1.6
CCCC(=O)Nc1nn(CCC)c2nc3ccccc3cc12 | 0.3 | -1.4 | -5.2 | 3.9 | 2.0 | 5.2 | -4.1 | 3.4 | -13.2
Cc1ccc(S(=O)(=O)NCC(=O)OCC(=O)Nc2cccc(S(=O)(=O)N3CCOCC3)c2)cc1 | . | . | -7.0 | 7.8 | 2.5 | 12.8 | . | 13.9 | .
CCOC(=O)c1[nH]c2ccccc2c1N=CN(C)C | 1.9 | 0.2 | -0.8 | 2.9 | 7.7 | 7.6 | 2.4 | -3.1 | -2.2
CCOc1ccccc1NC(=S)N1CCCc2ccccc21 | 3.4 | 6.4 | 0.6 | -4.3 | -3.0 | 1.2 | 6.1 | -0.6 | -0.5
Further results
SMILES | LYPLA1 inh | PME-1 primary | PAD4 FP inh | PAFAH2 FP inh | PAFAH1B2 FP inh | PAFAH1B3 FP inh | LYPLA2 inh | pPAFAH FP inh | GSTO1 inh
Cc1cc(C)cc(OC(=O)CCN2C(=O)c3ccccc3C2=O)c1 | 2.0 | 0.4 | 0.1 | -5.5 | -0.7 | 8.2 | 1.2 | 4.5 | 2.3
O=C(O)CC1S/C(=N\N=C/c2ccccc2O)N(c2ccc(O)cc2)C1=O (configuration not stated) | -4.2 | 3.9 | 0.6 | 2.7 | -1.5 | 2.5 | -14.2 | -3.2 | 5.5
CCCOc1ccc(CSc2ncn[nH]2)cc1 | 2.2 | -2.0 | -3.9 | -10.8 | -1.6 | 7.3 | 3.8 | 2.0 | 2.7
Cc1ccc(/C=N/n2c(C)cc(C)c(C#N)c2=O)cc1 | 2.8 | 0.9 | 1.8 | 5.0 | 3.3 | 9.1 | -1.6 | 4.4 | -0.1
CSc1ccc(Cl)c(C(=O)N2CCN(c3ncccn3)CC2)c1 | 0.9 | 15.8 | 6.3 | -1.2 | 5.3 | 6.7 | 6.5 | 0.7 | .
COCCSc1ccccc1C(=O)Nc1nncs1 | -1.5 | 1.1 | -1.8 | -6.3 | 7.4 | 7.5 | 6.8 | -2.2 | 0.1
Cc1cccc(N/C(N)=N/c2nc(C)cc(=O)[nH]2)c1 | 1.3 | -0.6 | -5.8 | 5.0 | -0.7 | 8.2 | 4.8 | 6.4 | 12.9
COc1ccc(Cc2nc3ccc(C(=O)N4CCC[C@H]4CO)cc3o2)cc1 | 0.6 | -3.0 | -6.5 | 0.7 | -1.0 | 5.0 | 1.5 | 1.5 | 2.3
